OPRM1-OPRD1 inv – inverse agonists of MOR-DOR heterodimerization, primary screen, cell-based, luminescence | 340,000 tested, 0.21% active | Mu-type opioid receptor (Homo sapiens) + Delta-type opioid receptor (Homo sapiens), … | cell-based MOR-DOR heterodimer luminescence, inverse agonism | AID 504357, 2011 | inhibition, % at 9.3 µM; in the data active means inhibition above about 22%, passing the limit was not always enough;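 further: 0% = cells with DMSO and 100% = wells without cells with DMSO; values of inactives mirror those of a sister screen read the other way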
RTF Ca sens inh – cardiac RTF calcium sensitivity inhibitors, primary screen, biochemical, IANBD-TnC fluorescence, EC70 calcium | Troponin I, cardiac muscle (Homo sapiens) + Troponin T, cardiac muscle (Homo sapiens) + … | IANBD-labeled cardiac RTF, Ca2+ fluorescence | inhibition, % at 7.15 µM | 340,000 tested, 0.12% active | AID 493244, 2011;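 active means inhibition above the mean inhibition of all tested compounds plus 3 SD, cut at about 17% in these data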;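 further: assay run at fixed EC70 calcium of 1.6 mM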
HTR5A ag ctr – HTR5A agonists in luminescence cell assay, primary screen, counter-screen for OPRM1-OPRD1 heterodimer agonist project, full-deck HTS | activation, % at 9.3 µM | cell-based | AID 504692, 2011 | 340,000 tested, 0.61% active; in the data active means activation mostly above about 9.5%, no sharp cut-off; inactive means mostly below about 7.6%;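 further: 0% = cells with vehicle only and 100% = reference agonist; strong numbers were not always called active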
Target sequence (P47898 whole entry, looked up): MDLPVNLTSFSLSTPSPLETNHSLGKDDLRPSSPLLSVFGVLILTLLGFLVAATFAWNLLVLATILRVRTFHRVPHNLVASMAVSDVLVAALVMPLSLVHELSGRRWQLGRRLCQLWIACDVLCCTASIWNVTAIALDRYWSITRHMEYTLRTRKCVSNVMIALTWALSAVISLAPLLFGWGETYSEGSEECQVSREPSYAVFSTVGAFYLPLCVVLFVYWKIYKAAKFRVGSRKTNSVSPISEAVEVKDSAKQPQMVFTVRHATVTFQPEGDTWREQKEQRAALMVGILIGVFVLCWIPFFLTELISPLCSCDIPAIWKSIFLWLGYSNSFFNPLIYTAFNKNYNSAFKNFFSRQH
V-ATPase pH – regulators of yeast V-ATPase proton pumping, primary screen, pHLuorin cytosolic pH fluorescence; S. cerevisiae; response, % at 10 µM; 350,000 tested, 0.37% active; in the data active means response mostly above about 7.3%, no sharp cut-off; inactive means mostly below about 5.4%; further: actives read high; inactives centre near 0; some compounds called inactive have numbers as strong as hits; reference of the scale not given here
CAL PDZ FP – untagged CAL PDZ binding inhibitors, primary screen, biochemical, fluorescence polarization, HTS | Golgi-associated PDZ and coiled-coil motif-containing protein (Homo sapiens), Q9HD26 | purified CAL PDZ, TMR-peptide fluorescence polarization, 1 h | inhibition, % at 24.9 µM | 300,000 tested, 0.92% active | AID 602252, 2012;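 active means mean inhibition of at least 30% with at least half of replicates also reaching 30%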;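 further: 0% = DMSO neutral control and 100% = excess unlabeled competitor peptide PRC23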
cardiac RTF act – cardiac RTF calcium sensitivity activators, primary screen, biochemical, IANBD-TnC fluorescence, EC20 calcium; IANBD-labeled TnC RTF fluorescence at EC20 calcium; 0% EC20 calcium, 100% full calcium; 340,000 tested, 0.24% active; activation, % at 7.2 µM; Troponin I, cardiac muscle (Homo sapiens) + Troponin T, cardiac muscle (Homo sapiens) + …;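 active means activation above the mean over all tested compounds plus 3 SD, cut at about 30% in these data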;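 further: rise in fluorescence read as greater calcium sensitivity of cardiac thin filaments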
C-LANA FP – inhibitors of KSHV C-LANA binding to DNA, primary screen, biochemical, fluorescence polarization, FAM-LBS DNA, MBP-C-LANA, single point; Kaposi's sarcoma herpesvirus LANA C-terminal domain (residues 932-1162) DNA binding; inhibition, % at 9 µM; 340,000 tested, 0.078% active;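 active means highest replicate inhibition at or above 60% at 9 µM, even if other replicates fall short; inactive means all replicates below 60% inhibition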;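 further: 0% = neutral control wells and 100% = 4 µM acridine orange control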
HTR5A inv ctr – HTR5A inverse agonists in luminescence cell assay, primary screen, counter-screen for OPRM1-OPRD1 heterodimer inverse agonist project, full-deck HTS | 340,000 tested, 0.083% active | HTR5A cell line, inverse agonism | 5-hydroxytryptamine receptor 5A (Homo sapiens), P47898 | inhibition, % at 9.3 µM; in the data active means inhibition mostly above about 23%, no sharp cut-off; inactive means mostly below about 18%;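 further: 0% = cells with DMSO and 100% = no-cell wells with DMSO; some compounds called inactive have numbers as strong as hits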
MOR-DOR ag – agonists of OPRM1-OPRD1 heterodimerization, primary screen, cell-based, luminescence; Mu-type opioid receptor (Homo sapiens) + Delta-type opioid receptor (Homo sapiens), …; cells; activation, % at 9.3 µM; 340,000 tested, 0.3% active; AID 504326, 2011; in the data active means activation above about 18%;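 further: 0% = vehicle-treated cells and 100% = reference agonist; values of inactives mirror those of a sister screen read the other way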
Keap1 Nrf2 FP – Keap1-Nrf2 protein-protein interaction inhibitors, primary screen, biochemical, fluorescence polarization, single point. Kelch-like ECH-associated protein 1 (Homo sapiens), Q14145. Keap1 Kelch-Nrf2 peptide fluorescence polarization, 1536-well. inhibition, % at 9.4 µM. 340,000 tested, 0.15% active. AID 504523, 2011; in the data active means inhibition above about 12%;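 further: human Keap1 Kelch domain with fluorescein labeled Nrf2 9mer peptide probe; 0% = neutral control wells and 100% = peptide positive control; higher means more block of Keap1 binding to Nrf2 peptide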
Target sequence (Q14145 whole entry, looked up, the tested form may be a part): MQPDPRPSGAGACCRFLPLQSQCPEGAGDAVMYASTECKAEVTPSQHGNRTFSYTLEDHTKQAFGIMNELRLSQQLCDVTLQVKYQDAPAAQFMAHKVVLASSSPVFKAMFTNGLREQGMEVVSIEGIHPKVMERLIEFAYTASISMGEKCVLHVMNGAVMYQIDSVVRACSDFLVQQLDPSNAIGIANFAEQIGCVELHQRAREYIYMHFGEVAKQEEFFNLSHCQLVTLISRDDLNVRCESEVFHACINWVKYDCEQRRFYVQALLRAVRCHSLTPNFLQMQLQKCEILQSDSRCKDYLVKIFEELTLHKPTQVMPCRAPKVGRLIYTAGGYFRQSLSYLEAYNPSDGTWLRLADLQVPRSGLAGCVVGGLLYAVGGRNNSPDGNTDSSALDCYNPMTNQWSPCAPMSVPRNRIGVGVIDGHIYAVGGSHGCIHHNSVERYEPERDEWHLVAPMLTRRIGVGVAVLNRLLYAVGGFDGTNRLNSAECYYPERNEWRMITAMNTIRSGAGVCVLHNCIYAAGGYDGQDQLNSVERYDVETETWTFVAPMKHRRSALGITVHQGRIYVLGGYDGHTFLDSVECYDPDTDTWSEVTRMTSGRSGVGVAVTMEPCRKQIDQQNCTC
* marks the source's active call; other numbers are inactive results.

How did CCOc1ccc(CNC(=O)C(C)n2nc(C)c3c(C)n(-c4ccccc4)nc3c2=O)cc1 (stereo not drawn) do in these assays?
OPRM1-OPRD1 inv: 4.7; RTF Ca sens inh: -8.1; HTR5A ag ctr: 1.2; V-ATPase pH: -5.5; CAL PDZ FP: -1.3; cardiac RTF act: -1.7; C-LANA FP: 0.4; HTR5A inv ctr: -13.7; MOR-DOR ag: -0.9; Keap1 Nrf2 FP: 4.0

How did CC(=O)Nc1ccc(NC(=O)CN2C(=O)COc3ccc(S(=O)(=O)N4CCOCC4)cc32)cc1 do in these assays?
OPRM1-OPRD1 inv: 15.8; RTF Ca sens inh: 3.5; HTR5A ag ctr: 0.5; V-ATPase pH: 1.6; CAL PDZ FP: 2.4; cardiac RTF act: -5.1; C-LANA FP: -0.5; HTR5A inv ctr: -0.1; MOR-DOR ag: -3.1; Keap1 Nrf2 FP: 0.5

Results for Cn1c(=O)c2c(ncn2CC(COCc2ccc(Cl)cc2)OCc2ccc(Cl)cc2)n(C)c1=O (stereo not drawn) ?
OPRM1-OPRD1 inv: 5.0; RTF Ca sens inh: 1.2; HTR5A ag ctr: 2.1; V-ATPase pH: -4.3; CAL PDZ FP: -2.2; cardiac RTF act: 7.5; C-LANA FP: 1.5; HTR5A inv ctr: -5.7; MOR-DOR ag: -0.9; Keap1 Nrf2 FP: 5.3

How did Cc1noc(/C=C/c2ccco2)c1S(=O)(=O)N1CCC(C(=O)NC(C)c2ccccc2)CC1 (stereo not drawn) do in these assays?
OPRM1-OPRD1 inv: 10.5; RTF Ca sens inh: 0.2; HTR5A ag ctr: -4.7; V-ATPase pH: -1.1; cardiac RTF act: 2.0; C-LANA FP: -1.5; HTR5A inv ctr: 11.3; MOR-DOR ag: -1.9; Keap1 Nrf2 FP: 1.5

What do the screens show for `O=[N+]([O-])c1ccc(/C=N/N/C(=N/c2ccccn2)c2ccccn2)cc1`?
OPRM1-OPRD1 inv: -18.0; RTF Ca sens inh: -4.5; HTR5A ag ctr: -1.7; V-ATPase pH: -0.2; CAL PDZ FP: 8.1; cardiac RTF act: 6.9; C-LANA FP: -0.9; HTR5A inv ctr: 3.4; MOR-DOR ag: 3.1; Keap1 Nrf2 FP: -4.5

What do the screens show for `CCCC(=O)NC(c1cccs1)c1cc(Cl)c2cccnc2c1O` (stereo not drawn)?
OPRM1-OPRD1 inv: -3.2; RTF Ca sens inh: -5.0; HTR5A ag ctr: 4.4; V-ATPase pH: -0.8; CAL PDZ FP: -0.6; cardiac RTF act: 1.4; C-LANA FP: 0.5; HTR5A inv ctr: -24.2; MOR-DOR ag: 0.7; Keap1 Nrf2 FP: 0.1

How did CCCCOc1ccccc1C(=O)NCCCC(=O)O do in these assays?
OPRM1-OPRD1 inv: 9.0; RTF Ca sens inh: 1.9; HTR5A ag ctr: -2.5; V-ATPase pH: -0.3; CAL PDZ FP: -1.0; cardiac RTF act: 2.0; C-LANA FP: -0.4; HTR5A inv ctr: -14.4; MOR-DOR ag: -1.7; Keap1 Nrf2 FP: -4.0

Results for Cc1ccc(C(=O)OCc2nc(N)nc(Nc3ccccc3C)n2)cc1 ?
OPRM1-OPRD1 inv: 10.7; RTF Ca sens inh: 5.2; HTR5A ag ctr: -0.4; V-ATPase pH: -1.0; CAL PDZ FP: 0.6; cardiac RTF act: 10.9; C-LANA FP: 3.0; HTR5A inv ctr: 8.9; MOR-DOR ag: -2.1; Keap1 Nrf2 FP: -1.8

Results for O=C(COC(=O)c1ccc(O)cc1)Nc1nccs1 ?
OPRM1-OPRD1 inv: 10.8; RTF Ca sens inh: -2.0; HTR5A ag ctr: 4.4; V-ATPase pH: 3.7; cardiac RTF act: 7.0; C-LANA FP: 1.1; HTR5A inv ctr: -14.0; MOR-DOR ag: -2.2; Keap1 Nrf2 FP: -4.4

What do the screens show for `N#Cc1ccc(CSc2nnc(-c3ccccn3)n2-c2ccccc2)cc1`?
OPRM1-OPRD1 inv: 15.5; RTF Ca sens inh: 0.8; HTR5A ag ctr: 7.5; V-ATPase pH: -0.3; CAL PDZ FP: 1.6; cardiac RTF act: 4.1; C-LANA FP: -1.0; HTR5A inv ctr: -18.2; MOR-DOR ag: -3.2; Keap1 Nrf2 FP: 0.8

Results for Cc1cc(C)cc(NC(=O)CSCc2cnn(-c3ccccc3)c2-n2cccc2)c1 ?
OPRM1-OPRD1 inv: -37.2; RTF Ca sens inh: -0.3; HTR5A ag ctr: 0.9; V-ATPase pH: -3.0; CAL PDZ FP: -3.6; cardiac RTF act: 3.3; C-LANA FP: 1.1; HTR5A inv ctr: 3.5; MOR-DOR ag: 5.9; Keap1 Nrf2 FP: -4.3

How did O=C(Nc1ccc(NC(=O)C2CC2)nc1)c1ccco1 do in these assays?
OPRM1-OPRD1 inv: 7.5; RTF Ca sens inh: -4.0; HTR5A ag ctr: 3.6; V-ATPase pH: -0.7; CAL PDZ FP: 10.7; cardiac RTF act: 9.2; C-LANA FP: -1.5; HTR5A inv ctr: 5.3; MOR-DOR ag: -1.3; Keap1 Nrf2 FP: 0.5

How did O=C(CSc1ncnc2sccc12)NCc1ccc2c(c1)OCO2 do in these assays?
OPRM1-OPRD1 inv: 6.6; RTF Ca sens inh: -6.5; HTR5A ag ctr: -2.1; V-ATPase pH: 1.0; CAL PDZ FP: -1.2; cardiac RTF act: 1.4; C-LANA FP: -1.1; HTR5A inv ctr: 5.3; MOR-DOR ag: -1.7; Keap1 Nrf2 FP: 3.2

What do the screens show for `O=C(COC(=O)c1ccc(Cl)nc1)Nc1cccnc1Cl`?
OPRM1-OPRD1 inv: 5.2; RTF Ca sens inh: 7.7; HTR5A ag ctr: 6.3; V-ATPase pH: -0.7; CAL PDZ FP: -0.2; cardiac RTF act: 5.7; C-LANA FP: 1.5; HTR5A inv ctr: -19.0; MOR-DOR ag: -0.8; Keap1 Nrf2 FP: 1.9

How did O=C(NC1CC1)C1=C[C@@H](c2ccc(Br)cc2)C[C@@H](OCCCCO)O1 do in these assays?
OPRM1-OPRD1 inv: 15.8; RTF Ca sens inh: 8.9; HTR5A ag ctr: 6.6; V-ATPase pH: 0.3; CAL PDZ FP: 0.5; cardiac RTF act: 5.1; C-LANA FP: 1.5; HTR5A inv ctr: 2.6; MOR-DOR ag: -2.8; Keap1 Nrf2 FP: -4.4

What do the screens show for `CCOC(=O)Cc1c(Sc2ccccc2)c2ccccc2n1C`?
OPRM1-OPRD1 inv: -6.7; RTF Ca sens inh: 1.4; HTR5A ag ctr: -4.3; V-ATPase pH: -2.2; CAL PDZ FP: 0.4; cardiac RTF act: -7.1; C-LANA FP: 0.2; HTR5A inv ctr: 10.9; MOR-DOR ag: 1.3; Keap1 Nrf2 FP: -4.6

Results for O=C(Nc1ccc(Cl)c(S(=O)(=O)N2CCOCC2)c1)c1ccc2c(c1)OCCO2 ?
OPRM1-OPRD1 inv: 3.1; RTF Ca sens inh: -14.3; HTR5A ag ctr: 0.1; V-ATPase pH: -3.5; CAL PDZ FP: 3.8; cardiac RTF act: -2.8; C-LANA FP: 0.1; HTR5A inv ctr: -35.1; MOR-DOR ag: -0.6; Keap1 Nrf2 FP: -3.0

What do the screens show for `COc1ccc(C(=O)NNC(=O)C(=O)Nc2cccc3ccccc23)cc1`?
OPRM1-OPRD1 inv: 16.0; RTF Ca sens inh: -0.6; HTR5A ag ctr: 4.0; V-ATPase pH: 2.0; CAL PDZ FP: -2.3; cardiac RTF act: -5.1; C-LANA FP: -0.3; HTR5A inv ctr: -11.4; MOR-DOR ag: -3.0; Keap1 Nrf2 FP: 0.6

Results for Cc1cc(NC(=O)c2ccccc2)n(-c2nc3ccccc3[nH]2)n1 ?
OPRM1-OPRD1 inv: 7.7; RTF Ca sens inh: 1.2; HTR5A ag ctr: -0.6; V-ATPase pH: -1.3; CAL PDZ FP: -1.5; cardiac RTF act: 0.2; C-LANA FP: -1.3; HTR5A inv ctr: 1.6; MOR-DOR ag: -1.5; Keap1 Nrf2 FP: 4.0

How did NC(=O)c1cnccn1 do in these assays?
OPRM1-OPRD1 inv: 20.6; RTF Ca sens inh: -0.8; HTR5A ag ctr: 1.2; V-ATPase pH: 4.2; CAL PDZ FP: -3.4; cardiac RTF act: -0.4; C-LANA FP: 0.7; HTR5A inv ctr: -4.2; MOR-DOR ag: -3.8; Keap1 Nrf2 FP: -6.7

What do the screens show for `O=C(CSc1nnnn1-c1ccccc1)c1cc2ccccc2oc1=O`?
OPRM1-OPRD1 inv: -1.9; RTF Ca sens inh: -3.0; HTR5A ag ctr: 5.9; V-ATPase pH: 1.8; CAL PDZ FP: 4.8; cardiac RTF act: -2.9; C-LANA FP: 0.7; HTR5A inv ctr: -14.9; MOR-DOR ag: 0.5; Keap1 Nrf2 FP: -2.1

What do the screens show for `CC[C@]12c3[nH]c4ccccc4c3CCN1C(=O)C(CC(=O)NCCC1=CCCCC1)C[C@@H]2C(=O)N1CCN(C(=O)c2ccco2)CC1` (stereo partly drawn)?
OPRM1-OPRD1 inv: -2.1; RTF Ca sens inh: 1.5; HTR5A ag ctr: 3.3; V-ATPase pH: -2.9; CAL PDZ FP: -3.5; cardiac RTF act: -2.8; C-LANA FP: 0.7; HTR5A inv ctr: -11.4; MOR-DOR ag: 0.5; Keap1 Nrf2 FP: -6.3

Results for CCN1C(=O)CC(N2CCC(Cc3ccccc3)CC2)C1=O (stereo not drawn) ?
OPRM1-OPRD1 inv: 15.9; RTF Ca sens inh: 3.2; HTR5A ag ctr: -0.6; V-ATPase pH: 2.9; CAL PDZ FP: -0.3; cardiac RTF act: -2.0; C-LANA FP: -0.2; HTR5A inv ctr: 19.9; MOR-DOR ag: -3.2; Keap1 Nrf2 FP: 1.2

Results for CN(C)C(=O)C(OC(=O)c1ccc2c(c1)CCCC2)c1ccccc1 (stereo not drawn) ?
OPRM1-OPRD1 inv: 10.2; RTF Ca sens inh: -10.6; HTR5A ag ctr: -3.2; V-ATPase pH: 2.1; CAL PDZ FP: -2.5; cardiac RTF act: -8.7; C-LANA FP: -1.9; HTR5A inv ctr: -8.8; MOR-DOR ag: -1.9; Keap1 Nrf2 FP: -2.7

From PubChem BioAssay
